mcGAS inh: cyclic GMP-AMP synthase inhibitors, mouse, primary biochemical chemiluminescence; recombinant cGAS, Kinase-Glo ATP depletion luminescence; inhibition, % at 12.5 µM; 160,000 tested, 0.15% active; AID 1259399, 2018;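 note: 0% = negative control wells and 100% = reference inhibitor with no enzyme activity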
NPYLR7 ag: agonists of mosquito NPYLR7 receptor, primary screen, cell-based, Aedes aegypti, calcium fluorescence, mosquito biting behavior | AID 1259423, 2018 | 270,000 tested, 0.15% active | HEK293T NPYLR7/Galpha15, GCaMP6s calcium fluorescence | Aedes aegypti neuropeptide Y-like receptor 7 (NPYLR7) | activation, % at 10 µM; in the data active = activation above about 40%;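 note: 0% = vehicle and 100% = reference agonist at the receptor; some compounds past the cut are filed as inactive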
hcGAS inh: Primary biochemical luminescence assay for human cyclic GMP-AMP synthase inhibitors. Q8N884. recombinant h-cGAS, ATP depletion, Kinase-Glo luminescence. inhibition, % at 12.5 µM. 290,000 tested, 0.081% active;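 note: 0% = vehicle reaction and 100% = reaction without DNA for no activity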
Target sequence (Q8N884 whole entry, looked up): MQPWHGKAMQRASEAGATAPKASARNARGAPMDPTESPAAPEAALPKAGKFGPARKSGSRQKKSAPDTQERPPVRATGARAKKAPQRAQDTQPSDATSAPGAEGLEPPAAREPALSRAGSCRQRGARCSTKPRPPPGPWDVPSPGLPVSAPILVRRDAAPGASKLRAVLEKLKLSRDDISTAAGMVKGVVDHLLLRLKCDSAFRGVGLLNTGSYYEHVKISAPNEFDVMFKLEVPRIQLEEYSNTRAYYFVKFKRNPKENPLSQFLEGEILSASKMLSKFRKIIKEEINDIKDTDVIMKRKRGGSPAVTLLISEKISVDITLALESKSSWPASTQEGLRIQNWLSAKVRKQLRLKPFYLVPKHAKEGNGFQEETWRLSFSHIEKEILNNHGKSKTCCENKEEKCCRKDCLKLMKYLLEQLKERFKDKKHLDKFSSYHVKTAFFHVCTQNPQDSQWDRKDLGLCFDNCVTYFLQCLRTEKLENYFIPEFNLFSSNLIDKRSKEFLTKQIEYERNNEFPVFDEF
Active calls of the source: *; nt = no result given; & = joins results of further samples. Cut-off read from the data, not from the text of the source, unless noted: active = inhibition above about 40%; inactive = the rest.

Each structure is followed by: mcGAS inh	hcGAS inh	NPYLR7 ag
Cc1cc(=O)c(C(=O)Nc2cccc(C(=O)NC3CC3)c2)nn1-c1ccccc1
→ -6	-4	3
Cc1nn(-c2nc(C)c(C)c(=O)[nH]2)c(C)c1CCC(=O)Nc1cccnc1
→ nt	-7	10
C=CCOc1cccc(C(=O)N2CCCC(CO)(Cc3ccc(F)cc3F)C2)c1 (centres undefined)
→ nt	-3	1
CC(C)Cc1noc(CN2CCN(C(=O)c3cc(F)ccc3F)CC2)n1
→ -16	-9	-3
Cc1cccc(C(=O)NC(C2CC2)C2CC2)n1
→ nt	-4	11
Cc1cccc(S(=O)(=O)N2CCC(Cc3ccc(C(F)(F)F)cc3)CC2)c1
→ -6	-2	1
O=C(NC1CC1)c1cc(-c2ccc(Cl)c(Cl)c2)nc2ccccc12
→ -8	-5	1
CCc1nc2ccc(C(=O)N(CC)CCN(C)C)cn2c1N(C)Cc1cc2ccccc2s1
→ -4	-11	-6
CC1c2cccc(O)c2C(O)=C2C(=O)[C@]3(O)C(=O)C(C(N)=O)C(=O)[C@@H](N(C)C)[C@@H]3C[C@@H]21 (some centres undefined)
→ nt	-1	-9
COCCCn1c(C)c(C)n2c3c(=O)n(CCc4ccccc4)c(=O)n(C)c3nc12
→ nt	-2	-2
Cc1ccc(CN2CCC2(C)C(=O)Nc2cccc(Oc3ccccc3)c2)cc1 (centres undefined)
→ nt	-10	-1
Cc1cccc(-c2nc3ccc(Cl)cn3c2NC2CCCCC2)c1
→ -8&-6	-5&-1	3&-2
CCc1nc(C)sc1CN1CCC2(CCCO2)CCC1=O (centres undefined)
→ -9	2	nt
CCc1nc(C2CCCN2c2ncc(Br)cn2)no1 (centres undefined)
→ nt	-9	4
Cn1ccnc1C(=O)C1CCCN(C(=O)c2cc(COc3ccc(F)c(F)c3)on2)C1 (centres undefined)
→ -4	-7&-4	15&-8
OC1C(c2ccccc2)=NNC1c1ccccc1 (centres undefined)
→ nt	1	-3
COc1ccc2oc(=O)c(-c3csc(Nc4ccccc4)n3)cc2c1
→ 1	0	-6
O=C(Nc1c[nH]c2ccccc12)N1CCCCCC1
→ -11	-8	3
CCOC(=O)C1=C(C)NC2=C(C(=O)CC(c3ccc(Cl)cc3)C2)C1c1ccc(N(CC)CC)cc1 (centres undefined)
→ nt	5	-2
COCCCN(CC(=O)N(Cc1ccc(F)cc1)Cc1cccs1)S(=O)(=O)/C=C/c1ccccc1
→ -2	-7	-8

The final two entries of the part above lead into the next.
Each structure is followed by: mcGAS inh	hcGAS inh	NPYLR7 ag
CCOC(=O)C1=C(C)NC2=C(C(=O)CC(c3ccc(Cl)cc3)C2)C1c1ccc(N(CC)CC)cc1 (centres undefined)
→ nt	5	-2
COCCCN(CC(=O)N(Cc1ccc(F)cc1)Cc1cccs1)S(=O)(=O)/C=C/c1ccccc1
→ -2	-7	-8
FC(F)(F)c1nc(N2CCc3ccccc3C2)c2ccccc2n1
→ -6	-4	5
O=C1N[C@@H](Cc2ccccc2)C(=O)N(CC(=O)N(CCO)Cc2ccccc2)c2ccccc21
→ nt	-10	7
CN(C)C(=O)c1nn(Cc2ccccc2)c2c1CN(Cc1nc3ccccc3n1C)CC2
→ -5	11	15
Cc1cccc(C(=O)NCc2cccc(C(F)(F)F)c2)n1
→ -6	-10	10
COc1ccc(C(=O)NCCn2c(C)cc3ccccc32)c(OC)c1
→ nt	-8	3
CC(c1ccco1)N(C)C(=O)NCCc1cc(F)ccc1F (centres undefined)
→ -1	-1	-1
COC(=O)c1cc2n(n1)CCCN(Cc1cc(C#CCO)cs1)C2
→ -9	-4	21
Cc1ccc(N2CCN(C(=O)Cn3cnc4c([nH]c5ccccc54)c3=O)CC2)c(C)c1
→ -7	-4	nt
COc1cc(CNC(=O)c2cc3cnn(C(C)C)c3nc2C)cc(OC)c1OC
→ nt	0	-14
COc1cccc(CN2CCN(C(=O)c3cnn4c3CCCC4)CC2=O)c1
→ nt	-4	4
CS(=O)(=O)Nc1ccccc1C(=O)c1ccccc1
→ -4	3	-2
COc1cccc(C(=O)Nc2c(C)nc3scc(C)n3c2=O)c1OC
→ -1	1	2
Cc1ccc(C2=NN(C(=O)CN3CCCCC3)C(c3ccccc3C)C2)c(C)c1 (centres undefined)
→ -3	-4	5
Cc1nn2c(NCC(C)C)c3c(nc2c1-c1ccccc1)CCC3
→ -8	-10	3
COc1ccc(-c2noc(CSc3nnnn3C3CC3)n2)cc1
→ nt	-4	0
O=C(c1ccccc1Br)N1CCN(S(=O)(=O)c2ccc(F)cc2)CC1
→ -5	-8	14
O=c1[nH]ncc(N2CCCC2)c1-c1cccc2ccnn12
→ -11	-3	4
c1cncc(Oc2ccc(-n3ccnc3-c3ccncc3)cc2)c1
→ nt	-3	2
NC(=O)CSc1nc2c([nH]c3ccccc32)c(=O)n1-c1ccc(Cl)cc1
→ -8	-10	0
Cc1cc(=O)n2c(-c3ccc(NC(=O)Nc4ccc(F)cc4)cc3)csc2n1
→ -2	4	-3
CO[C@H]1CC[C@@]2(OC)CCN(Cc3nc4c(cnn4C)c(=O)[nH]3)[C@H]2C1
→ -1	7	nt
COCCN(Cc1cc(OC)cc(OC)c1)CC(O)COc1ccc(OC)cc1 (centres undefined)
→ -3	-3	-3
O=C(N[C@@H]1CCCCC1NC(=O)C1CCN(C(=O)c2ccco2)CC1)c1ccc(F)cc1 (some centres undefined)
→ -5	-3	34
CCc1nc2ccc(C(=O)Nc3ccc(OC)c(OC)c3)cn2c1N(CC)Cc1cccc(Br)c1
→ -3	-6	17
COc1ccc(Cl)c2sc(N(CCN(C)C)C(=O)C3=COCCO3)nc12
→ nt	-4	8
CCOC(=O)C1(C)CCCN1C(=O)c1cccc(F)c1 (centres undefined)
→ nt	-9	0
COc1cc(NC(=O)Nc2ccc(C3NC(=S)N(C)C(C)=C3C(=O)OCC(C)C)cc2)cc(OC)c1 (centres undefined)
→ -9	-7	23
CCC(=O)C1=C(c2cccc([N+](=O)[O-])c2)N(C(=O)CC)n2c(CC)nnc2S1
→ nt	2	0
COc1ccccc1-c1cc(C(=O)NCC(C)C)n2nc(-c3ccc(Cl)cc3)cc2n1
→ 1	0	-10
Cc1nc2ccccc2c(C)c1CC(=O)Nc1nc2c(s1)CC(C)CC2 (centres undefined)
→ nt	-5	4
CCC(=O)Nc1cccc(C(=O)NC(C)Cn2cccn2)c1 (centres undefined)
→ -12	-7	18
Fc1ccc(-c2csc(=NCC3CCCO3)n2N=Cc2ccccc2F)cc1 (centres undefined)
→ -5	-4	1
Cc1nc2c(c(N(C)C)n1)CCN(C(=O)c1cc3sccc3[nH]1)C2
→ nt	-1	8
COc1ccc(OC)c(NC(=O)C2(C)CCN2C(C)C)c1 (centres undefined)
→ nt	-9	1
O=C(c1cc(Cl)ccc1NCc1nc(-c2ccco2)no1)N1CCCC1
→ nt	-4	6
COc1cc2c(cc1OC)C1CN(C(=O)Nc3cc(F)cc4c3OCOC4)CC(=O)N1CC2 (centres undefined)
→ -7	-10	29
CCSc1nnc2c(n1)OC(c1ccc(OCc3ccccc3)cc1)Nc1ccccc1-2 (centres undefined)
→ -4	-1	-5
CCC(=O)Nc1ccc(N(C)C)c(CN(CC2CCCO2)C(=O)c2ccccc2Cl)c1 (centres undefined)
→ -5	0	4
COCCN1CC(Nc2nc(CCN)nc3ccccc23)CC1=O (centres undefined)
→ nt	0	3
CC(C)N(Cc1ccccc1)Cn1nc(-c2ccc(F)cc2)n(C)c1=S
→ -7	2	1
Cc1cccc(-n2c(SCc3ccc(C(=O)NC4CC4)cc3)nnc2-c2ccccc2Cl)c1
→ 0	1	-5
COc1cc(CSc2nnc(NC(=O)Cc3cccs3)s2)cc(OC)c1
→ 1	0	-9
CCOC(=O)c1cnc(-c2ccc(OC)cc2)nc1NCCSCc1ccco1
→ -7	-5	5
c1ccc(OCc2noc(CN3CCCC3c3ccccn3)n2)cc1 (centres undefined)
→ nt	-1	-7
O=C(NCCN1CCOCC1)c1coc(CN(Cc2ccc(C(F)(F)F)cc2)Cc2ccc3c(c2)OCO3)n1
→ -5	-3	21
CCOc1ccc2ncc(C#N)c(Nc3cc(Cl)c(OC)cc3OC)c2c1
→ -8	-5	-4
COCc1nn2c3c(cnc2c1-c1ccccc1)C(=O)CC(c1ccccc1)C3 (centres undefined)
→ nt	-10	5
O=C(COc1ccccc1)Nc1ccc(N2CCC(NC3C4CC5CC(C4)CC3C5)CC2)cc1 (centres undefined)
→ -13	-7	7
CCCCOc1ccc(C(=O)Nc2ccc(-n3nc(OCCOCC)nc3-c3ccc4c(c3)OCO4)cc2)cc1
→ -6	-3	3
Cc1n[nH]c(C)c1CN1CCc2[nH]cnc2C1c1cccc2cccnc12 (centres undefined)
→ nt	-9	12

(more compounds)
Each structure is followed by: mcGAS inh	hcGAS inh	NPYLR7 ag
O=C(CSc1ccc2nnc(CCNS(=O)(=O)c3ccccc3)n2n1)N1CCCCC1
→ -8	-9	15
CC(Sc1nc2ncccn2n1)C(=O)N(C)C1(C#N)CCCCC1 (centres undefined)
→ -8	-10	3
OC(C#CCN1CCOCC1)c1cccs1 (centres undefined)
→ -3	-3	17
CCCCc1nc(CN2CCCN(Cc3nccn3C)CC2)no1
→ nt	-3	1
N=C(N)Sc1cn(CCNC(=O)c2ccccc2)c2ccccc12
→ -5	-2	-8
CN(C)c1c(Cl)cccc1NC(=O)c1cc(C2CC2)[nH]n1
→ nt	-6	-1
O=C(N=Nc1c(O)[nH]c2ccccc12)c1ccc2ccccc2n1
→ 1	2&-12	-2&0
COc1cccc(Cc2nsc(N3CCC(C(=O)NC(Cc4ccccc4)c4ccccc4)CC3)n2)c1 (centres undefined)
→ -4	1	16
COCCN(Cc1c(-c2ccccc2)noc1N1CCSCC1)C(=O)c1ccc2c(c1)OCO2
→ -5	-8	nt
Cc1ccc2[nH]cc(-c3ccc(S(N)(=O)=O)s3)c2c1
→ -15	0	2
Cc1ccc(-c2cc(C(=O)N3CCCCC3C(=O)NCCN(C)C)no2)cc1 (centres undefined)
→ nt	-17	1
CN(Cc1ccccc1Br)Cn1nc2n(C)c(=O)c3ccccc3n2c1=S
→ -6	-3	14
Cc1cc(C)n2nc(C(=O)N3CCOC(CCCc4ccccc4)C3)cc2n1 (centres undefined)
→ -11	-7	nt
Cc1cccc(OCC(=O)Nc2ncn[nH]2)c1C
→ nt	-4	-1

Some of the entries above, set out differently:
Compound	mcGAS inh	hcGAS inh	NPYLR7 ag
COc1cc(CSc2nnc(NC(=O)Cc3cccs3)s2)cc(OC)c1	1	0	-9
CCOC(=O)c1cnc(-c2ccc(OC)cc2)nc1NCCSCc1ccco1	-7	-5	5
c1ccc(OCc2noc(CN3CCCC3c3ccccn3)n2)cc1 (centres undefined)	nt	-1	-7
O=C(NCCN1CCOCC1)c1coc(CN(Cc2ccc(C(F)(F)F)cc2)Cc2ccc3c(c2)OCO3)n1	-5	-3	21
CCOc1ccc2ncc(C#N)c(Nc3cc(Cl)c(OC)cc3OC)c2c1	-8	-5	-4
COCc1nn2c3c(cnc2c1-c1ccccc1)C(=O)CC(c1ccccc1)C3 (centres undefined)	nt	-10	5
O=C(COc1ccccc1)Nc1ccc(N2CCC(NC3C4CC5CC(C4)CC3C5)CC2)cc1 (centres undefined)	-13	-7	7
CCCCOc1ccc(C(=O)Nc2ccc(-n3nc(OCCOCC)nc3-c3ccc4c(c3)OCO4)cc2)cc1	-6	-3	3
Cc1n[nH]c(C)c1CN1CCc2[nH]cnc2C1c1cccc2cccnc12 (centres undefined)	nt	-9	12
O=C(CSc1ccc2nnc(CCNS(=O)(=O)c3ccccc3)n2n1)N1CCCCC1	-8	-9	15
CC(Sc1nc2ncccn2n1)C(=O)N(C)C1(C#N)CCCCC1 (centres undefined)	-8	-10	3
OC(C#CCN1CCOCC1)c1cccs1 (centres undefined)	-3	-3	17
CCCCc1nc(CN2CCCN(Cc3nccn3C)CC2)no1	nt	-3	1
N=C(N)Sc1cn(CCNC(=O)c2ccccc2)c2ccccc12	-5	-2	-8
CN(C)c1c(Cl)cccc1NC(=O)c1cc(C2CC2)[nH]n1	nt	-6	-1
O=C(N=Nc1c(O)[nH]c2ccccc12)c1ccc2ccccc2n1	1	2&-12	-2&0
COc1cccc(Cc2nsc(N3CCC(C(=O)NC(Cc4ccccc4)c4ccccc4)CC3)n2)c1 (centres undefined)	-4	1	16
COCCN(Cc1c(-c2ccccc2)noc1N1CCSCC1)C(=O)c1ccc2c(c1)OCO2	-5	-8	nt
Cc1ccc2[nH]cc(-c3ccc(S(N)(=O)=O)s3)c2c1	-15	0	2
Cc1ccc(-c2cc(C(=O)N3CCCCC3C(=O)NCCN(C)C)no2)cc1 (centres undefined)	nt	-17	1
